EBI2 antag: EBI2 (human) antagonism; P32249; EBI2 beta-arrestin recruitment, luminescence, 7a,25-OHC stimulated; inhibition, % at 5 µM; 360,000 tested, 0.81% active; AID 651636; in the data active = inhibition above about 38%;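 note: enzyme fragment complementation signal reports receptor beta-arrestin coupling in cells; 0% = agonist plus DMSO wells and 100% = wells without agonist; some results beyond the cut were filed as inactive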
Target sequence (P32249 whole entry, looked up, the tested form may be a part): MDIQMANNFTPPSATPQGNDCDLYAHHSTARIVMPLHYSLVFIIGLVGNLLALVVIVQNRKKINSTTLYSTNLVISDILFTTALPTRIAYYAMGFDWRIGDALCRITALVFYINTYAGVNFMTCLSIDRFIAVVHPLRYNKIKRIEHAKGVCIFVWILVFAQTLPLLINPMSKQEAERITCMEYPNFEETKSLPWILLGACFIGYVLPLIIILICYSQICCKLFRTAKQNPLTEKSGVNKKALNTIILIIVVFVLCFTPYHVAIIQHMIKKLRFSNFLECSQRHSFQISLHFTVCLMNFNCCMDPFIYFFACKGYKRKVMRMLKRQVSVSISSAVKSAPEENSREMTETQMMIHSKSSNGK
CCR6 antag: antagonists of human CCR6 receptor. CHO-K1 CCR6 PathHunter beta-arrestin, luminescence, CCL20-stimulated. P51684. AID 493098. inhibition, % at 20 µM. 340,000 tested, 0.49% active;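 active = compounds whose inhibition of the agonist-driven luminescence signal at 20 µM reaches about 50%, limit read from the data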;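 note: cells stimulated with CCL20 at 14 nM final; plate controls were DMSO with CCL20 for no effect and DMSO without agonist for full effect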
Target sequence (P51684 whole entry, looked up): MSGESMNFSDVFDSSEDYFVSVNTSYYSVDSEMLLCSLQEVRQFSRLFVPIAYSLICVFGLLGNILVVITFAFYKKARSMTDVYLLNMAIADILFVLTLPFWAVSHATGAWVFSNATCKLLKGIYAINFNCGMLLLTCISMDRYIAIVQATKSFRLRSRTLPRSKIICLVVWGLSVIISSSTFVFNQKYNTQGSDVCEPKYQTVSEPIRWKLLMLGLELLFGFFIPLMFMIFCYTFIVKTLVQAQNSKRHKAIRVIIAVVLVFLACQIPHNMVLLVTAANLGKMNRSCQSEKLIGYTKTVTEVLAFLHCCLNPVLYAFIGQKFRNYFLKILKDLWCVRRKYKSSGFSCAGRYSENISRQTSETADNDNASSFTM
Mdm2 MdmX PPI: human Mdm2/MdmX binding inhibition. 330,000 tested, 3% active. inhibition, % at 8 µM. SaOS-2 split-luciferase Mdm2/MdmX complementation, luminescence. AID 485346;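 active = inhibition of at least 50% at 8 µM in the primary screen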
XBP1 UPR activ: activators of adaptive arm of unfolded protein response (XBP1); activation, % at 20 µM; 330,000 tested, 0.33% active; CHO-XBP1 luciferase reporter, IRE1-XBP1 UPR activation, luminescence; percent of tunicamycin response, DMSO as zero;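 active = versus positive control, 20 µM dose yields 30% or more activation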;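 note: 100% = tunicamycin at 10 µg/mL and 0% = DMSO only wells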
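Material: CHO cell line with stable XBP1 luciferase reporter; schedule: 16-18 h cell attachment at 37 °C, then 6 h compound exposure; signal: glow luminescence from Steady-Glo reagent; medium: serum-containing F12 medium, 10% FBS; benchmarks: tunicamycin 10 µg/mL and vehicle-only wells; read-out: percent activation relative to tunicamycin reference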
Gli-Sufu antag: blocks Gli-Sufu signaling in a luciferase reporter; Sufu-KO-LIGHT fibroblasts, Gli luciferase reporter luminescence; 340,000 tested, 0.74% active; inhibition, % at 5 µM;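 active = inhibition above about 55%, limit read from the data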;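 note: 0% = DMSO-treated cells and 100% = wells with medium but no cells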
Jurkat NFkB inh: lowers PMA/ionomycin-induced NF-kB signal in Jurkat cells; 330,000 tested, 0.53% active; inhibition, % at 4 µM; PMA/ionomycin-induced NF-kB luciferase reporter, luminescence; in the data active = inhibition above about 50%
UPR CHOP act: apoptotic UPR (CHOP) activation; CHO-CHOP luciferase reporter, luminescence; percent of tunicamycin response over DMSO baseline; activation, % at 10 µM; 330,000 tested, 0.34% active; AID 449763;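 active = at 10 µM dose, activation of 40% or more, normalized to positive control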;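 note: 100% = tunicamycin at 10 µg/mL and 0% = DMSO alone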
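measured by = luciferase luminescence | assay system = CHO-CHOP cells, stable luciferase reporter of PERK-eIF2a-CHOP signalling | amount = 500 reporter cells seeded per well | timing = 6 h compound exposure at 37 °C after overnight seeding | controls = positive tunicamycin 10 µg/mL, negative DMSO alone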
CXCR6 block: inhibitors of human CXCR6 receptor. O00574. CHO-K1 PathHunter CXCR6 beta-arrestin, luminescence. inhibition, % at 20 µM. 360,000 tested, 0.36% active. AID 602244; in the data active = inhibition above about 34%, passing the limit was not always enough;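 note: antagonist mode with CXCL16 agonist at 10 nM final; 0% = 10 nM CXCL16 with DMSO and 100% = unstimulated wells without agonist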
Target sequence (O00574 whole entry, looked up): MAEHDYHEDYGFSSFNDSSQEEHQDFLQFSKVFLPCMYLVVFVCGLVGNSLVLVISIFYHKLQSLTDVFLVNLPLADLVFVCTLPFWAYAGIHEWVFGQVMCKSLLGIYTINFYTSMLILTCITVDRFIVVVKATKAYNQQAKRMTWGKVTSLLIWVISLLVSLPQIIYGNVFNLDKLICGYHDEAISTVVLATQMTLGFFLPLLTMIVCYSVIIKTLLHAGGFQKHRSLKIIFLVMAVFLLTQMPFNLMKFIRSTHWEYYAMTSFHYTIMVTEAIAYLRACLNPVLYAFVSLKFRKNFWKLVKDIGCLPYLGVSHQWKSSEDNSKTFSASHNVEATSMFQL
697 NFkB inh: inhibitors of the PMA/ionomycin-induced NF-kB reporter in 697 B cells | 697 B-cell NF-kB luciferase reporter, 16 h | inhibition, % at 4 µM | 330,000 tested, 0.33% active; in the data active = inhibition above about 35%
* = called active by the depositor; . = not tested or not shown.

SMILES	EBI2 antag	CCR6 antag	Mdm2 MdmX PPI	XBP1 UPR activ	Gli-Sufu antag	Jurkat NFkB inh	UPR CHOP act	CXCR6 block	697 NFkB inh
Cc1ccc2nc(-c3cccnc3SCC(=O)N3c4ccccc4CC3C)[nH]c2c1 (stereo not drawn)	12.7	11.4	-2.8	-3.0	-46.9	-16.4	1.8	9.2	-14.3
Cc1cc(NC(=O)c2cc(-c3cccs3)on2)nn1Cc1ccc(Cl)cc1	20.2	16.4	38.7	-1.7	-6.5	30.4	-0.2	-0.5	-7.0
CCc1ccc(Nc2nnc(SC3CCOC3=O)s2)cc1 (stereo not drawn)	4.3	-1.1	37.4	2.3	2.0	-9.8	3.1	-1.4	-8.6
COC(=O)c1cc(S(=O)(=O)N(C)C2CCCCC2)cn1C	4.5	-3.9	-4.8	-2.5	4.5	13.0	-0.3	-10.8	-14.0
CCC(C)NC(=O)CNC(=S)N(Cc1ccccc1)Cc1cccnc1 (stereo not drawn)	-16.5	-2.1	10.9	-0.1	19.5	11.1	-0.1	-6.4	14.8
Cc1ccc(N/C(N)=N/c2nc(C)cc(C)n2)cc1	3.4	-10.9	12.9	-1.1	43.9	2.7	-2.1	-20.2	3.5
N/C(=N\OS(=O)(=O)c1ccc(Br)cc1)c1ccncc1	-3.8	-42.0	-3.3	0.5	-1.1	-6.3	-0.8	-6.3	-5.8
CCn1nc(C)cc1C(=O)N(C)C1CCCN(Cc2ccccc2F)C1 (stereo not drawn)	6.2	6.1	22.3	-2.9	-2.4	1.2	0.5	1.4	2.1
COC(=O)c1ccc(CN(c2ccc(C)cc2)S(=O)(=O)c2ccc3c(c2)OCCO3)o1	6.3	13.2	-5.0	-4.3	9.6	11.8	0.2	0.3	13.2
NS(=O)(=O)c1cc(C(=O)Nc2ccc3c(c2)OCCCO3)ccc1Cl	-5.3	4.8	-10.1	0.9	-15.1	-17.8	2.6	1.5	-16.9
Cc1nn(CCN)c(C)c1Cl	-5.8	5.8	-15.2	2.7	0.5	-2.7	-1.1	-1.4	1.4
CCc1nc(SCC(=O)Nc2ccc(F)cc2)c2c(=O)n(C)c(=O)n(C)c2n1	-4.2	12.6	2.7	-6.0	5.6	-13.9	2.5	7.5	-20.5
O=C(c1ccc(C#CC2(O)CCCCC2)cc1)N1CCOCC1	-10.6	-8.2	-27.8	0.0	-3.5	9.5	0.2	-3.1	11.3
S=c1sscc1-c1ccccc1	-1.7	31.9	.	.	5.7	.	.	11.6	.
CC(=O)Nc1ccc(C(=O)OCC(=O)c2cccc([N+](=O)[O-])c2)cc1	-21.6	20.9	-24.7	0.2	-1.3	-0.5	-1.7	7.2	20.9
CCOC(=O)c1c(NC(=O)C2CC2)sc2c1CC(C)(C)OC2	13.3	2.3	27.8	-2.8	-14.6	14.7	6.5	-5.0	19.0
COc1ccc2c(COC(=O)[C@@H]3CCCN3S(=O)(=O)c3ccc(Cl)cc3)cc(=O)oc2c1	35.7	18.9	35.1	-0.1	-2.8	5.9	0.1	-3.8	1.7
CC(C)CC(Nc1ncnc2scc(-c3ccccc3)c12)C(=O)O (stereo not drawn)	1.6	-4.4	24.5	-3.8	-2.9	-15.9	3.6	5.1	0.9
COc1ccccc1C(=O)COC(=O)/C(=C/c1ccccc1)NC(C)=O	8.1	1.9	15.0	3.0	-3.2	10.8	-0.5	-3.4	2.9
COc1cccc(CC(NC(C)=O)C(=O)NC2CCN(c3c(Cc4ccccc4)c(C)nc4ncnn34)CC2)c1 (stereo not drawn)	-3.2	-6.6	5.8	-0.5	4.4	19.7	4.8	-6.3	-0.9

Profiles, quoted from the list. Order of screens: EBI2 antag, CCR6 antag, Mdm2 MdmX PPI, XBP1 UPR activ, Gli-Sufu antag, Jurkat NFkB inh, UPR CHOP act, CXCR6 block, 697 NFkB inh
`COc1ccccc1C(=O)COC(=O)/C(=C/c1ccccc1)NC(C)=O` reads 8.1, 1.9, 15.0, 3.0, -3.2, 10.8, -0.5, -3.4, 2.9
`CC(C)CC(Nc1ncnc2scc(-c3ccccc3)c12)C(=O)O` (stereo not drawn) reads 1.6, -4.4, 24.5, -3.8, -2.9, -15.9, 3.6, 5.1, 0.9
`Cc1nn(CCN)c(C)c1Cl` reads -5.8, 5.8, -15.2, 2.7, 0.5, -2.7, -1.1, -1.4, 1.4
`NS(=O)(=O)c1cc(C(=O)Nc2ccc3c(c2)OCCCO3)ccc1Cl` reads -5.3, 4.8, -10.1, 0.9, -15.1, -17.8, 2.6, 1.5, -16.9

Other records follow:
SMILES	EBI2 antag	CCR6 antag	Mdm2 MdmX PPI	XBP1 UPR activ	Gli-Sufu antag	Jurkat NFkB inh	UPR CHOP act	CXCR6 block	697 NFkB inh
O=C(CN=C1NS(=O)(=O)c2ccccc21)OCC(=O)c1cc(F)ccc1F	2.7	23.4	9.0	-0.6	-0.1	5.4	0.0	12.5	10.9
CC(C)(C)C1CCC(=NNC(=O)c2ccccc2-n2cccc2)CC1 (stereo not drawn)	-3.7	17.6	20.0	-1.8	-3.8	-3.3	2.5	6.9	7.4
CCn1c(COc2ccccc2C)nnc1SCC(=O)Nc1ccc2c(c1)OCCO2	1.0	6.8	15.7	-3.0	-0.1	2.4	-0.3	-0.3	-16.3
Clc1ccc(-c2ccccc2)cn1	0.8	0.3	13.0	2.4	-7.8	3.3	1.1	-5.7	18.2
COc1ccc(C)cc1NC(=O)CCCN1C(=O)C(c2ccccc2)Oc2cccnc21 (stereo not drawn)	7.7	25.9	1.3	-6.8	-5.1	1.9	-0.2	3.7	-42.9
CC(C)C(=O)Nc1cccc(-c2cnc3ccccc3n2)c1	12.7	-5.2	-23.1	10.0	-55.5	-44.7	5.1	-3.0	-46.5
Cc1ccccc1-n1c(SC/C(O)=C(\C#N)c2nc3ccccc3[nH]2)nnc1-c1ccncc1	-13.1	-0.8	-6.8	-0.8	12.3	5.0	1.0	-1.2	-8.7
CC(=O)NCCc1nc2cc(NC(=O)c3ccc(Cl)cc3)ccc2n1C	6.4	3.2	-131.5	1.8	-59.9	-75.8	3.0	-0.1	-113.6
Cc1ccc(C(=O)C2CCN(CC(=O)NCc3ccc(F)cc3)CC2)cc1	10.4	5.2	11.0	-6.7	-20.4	-14.5	-0.9	2.6	12.2
O=C(CCC(=O)c1cccs1)Nc1ccc(N2CCCCC2)cc1	1.5	-10.7	-7.0	-4.8	-2.8	-21.5	-5.3	-2.4	-8.9
NC(=O)CC(NC(=O)Cc1ccc(Cl)cc1)c1ccc(NCc2ccccc2)c([N+](=O)[O-])c1 (stereo not drawn)	0.0	6.6	19.8	-4.6	6.6	19.8	-0.6	2.9	15.1
CCN(CC)C(=S)Nc1c(C)n(C)n(-c2ccccc2)c1=O	-4.1	16.1	0.6	0.0	-9.4	-4.2	1.7	-14.7	1.2
COc1ccc(OCc2ccc(-c3nc4ccccc4c(=O)n3N)o2)cc1	6.6	3.2	-64.8	-2.8	.	-68.0	3.0	-3.7	-74.4
CCOC(=O)c1ccc(Nc2ncnc3nc[nH]c23)cc1	13.0	17.0	-26.8	2.4	-67.7	-57.3	5.6	1.9	-85.9
CC1(C)O[C@@H]1COc1c2ccoc2cc2oc(=O)ccc12	1.8	-5.3	-3.9	1.7	-1.6	14.4	-2.3	0.5	-15.4
CCCCCCn1c(Br)nc2c1c(=O)n(C)c(=O)n2C	15.9	-7.3	4.6	-3.5	-0.4	-13.7	3.3	6.4	-19.3
CC(=O)O[C@H]1CSC[C@H]1NC(=O)c1ccccc1	4.9	17.0	-31.2	-4.2	.	7.3	-1.6	-1.5	4.1
O=C1CC(=Nc2ccccc2)NN1c1ccccc1	10.3	7.3	58.4*	4.0	-1.4	-1.4	5.3	15.7	9.4
COc1ccccc1CN(C)C(=O)c1cccc(S(=O)(=O)N2CCCC2)c1	-29.6	12.6	-1.8	-3.8	3.4	-4.8	-3.2	2.5	10.4
CN(Cc1ccccc1)C1CC(=O)N(c2ccc(C(=O)O)cc2)C1=O (stereo not drawn)	-2.6	-6.9	-2.9	-2.8	4.0	-10.1	-1.0	-0.7	0.8
Cc1ccc2[nH]c3c(NCc4ccco4)ncnc3c2c1	4.7	6.3	-50.5	6.0	25.4	5.3	14.0	-2.4	-3.3
NNC(=O)CNC(=O)CNS(=O)(=O)c1ccccc1	-3.5	-3.6	6.1	-4.3	-0.2	-4.0	0.8	-8.6	8.4
CCN(CC)S(=O)(=O)c1ccc(OCC(=O)NCc2ccco2)cc1	0.6	1.7	-7.8	-2.8	-6.2	12.6	0.1	2.8	-1.7
O=C(COC(=O)c1sc2ccccc2c1Cl)NC1CCCCC1	-5.8	-26.5	15.6	1.2	-6.1	37.8	5.6	-16.8	-48.0
CCCCc1nc2ccccc2n1Cc1nnc2n1-c1ccccc1SC2	0.8	18.5	-8.5	-5.2	4.3	1.0	-1.2	-8.0	5.5
Cc1ccccc1C(=O)NC1CCN(CC(=O)Nc2ccc3c(c2)OCCO3)CC1	-0.4	-1.5	10.6	-3.7	11.6	0.5	-3.1	5.1	3.6
COc1ccc2c(=O)c(-c3ccc(OC)c(OC)c3)coc2c1	9.6	-0.8	-18.6	1.8	-64.6	-75.4	1.5	0.0	-35.3
COc1ccc(-c2nc(C)ncc2-c2ccc(Cl)cc2)c(O)c1	54.0*	12.5	13.8	-2.4	9.1	-11.4	-0.3	6.1	3.4
CC(C)C(=O)Nc1ccc2c(c1)nc(CCN1CCN(c3ccccc3)CC1)n2C	-8.9	0.5	18.0	-1.0	0.9	7.8	0.1	2.6	16.9
Cc1ccc2c(c1)N(CC(=O)NC1CCCC1)C(=O)c1cccnc1O2	-9.1	1.2	4.8	-2.0	-1.0	1.8	-2.3	-2.9	4.6
COc1cc(C(=O)OCC(=O)c2c[nH]c3ccccc23)ccc1OCC(=O)N1CCOCC1	2.2	11.8	9.2	1.2	2.2	-13.0	1.3	-7.1	-16.2
COc1ccc(S(=O)(=O)N2CCCN(CC(=O)Nc3ccc(NC(C)=O)cc3)CC2)cc1	0.5	11.2	20.8	4.0	-9.1	17.7	0.2	0.8	11.8
C=CCc1ccc(OCc2ccc(C(=O)Nc3ccc(NC(C)=O)cc3)o2)c(OC)c1	5.4	2.1	-29.3	-2.8	-86.8	-15.7	0.2	1.9	-7.5
O=C(CN1CCOCC1)Nc1cccc([N+](=O)[O-])c1	0.1	0.7	14.4	4.2	8.7	-26.8	-0.2	-10.0	8.2
CCOC(=O)Nc1sc(C)c(C)c1C(=O)OCC	2.5	20.0	-9.2	-0.8	-4.1	9.3	-0.3	8.5	4.9
CCOC(=O)[C@H]1[C@H]2COc3ccccc3[C@@H]2N2C(=O)c3ccc(C)cc3NC(=O)[C@@]12C	9.3	8.2	25.3	0.3	-10.8	11.3	0.2	-3.0	36.1*
Cc1ccccc1C(=O)NC(=S)Nc1ccccc1N1CCCC1	-4.8	23.0	30.5	-0.8	-5.8	-1.5	-3.2	4.6	-32.9
Cc1ccc(S(=O)(=O)N(c2cccc(C)c2)C2CCS(=O)(=O)C2)cc1 (stereo not drawn)	-5.2	8.8	-9.9	-0.8	4.4	-1.6	-2.2	-2.4	-13.1
O=C1c2ccccc2CN1CCNC(=S)NC1CCCCC1	6.1	9.2	6.2	0.1	-11.2	-6.0	1.5	0.5	-3.8
CCOC(=O)N1CCN(C(=O)c2ccc3c(=O)n(CCc4ccc(OC)c(OC)c4)c(=O)[nH]c3c2)CC1	0.8	11.4	15.6	-3.9	-9.1	6.9	-1.3	-13.3	-7.0
Cc1ccc(N(CC(=O)N2CCCCCC2)S(=O)(=O)c2ccccc2)cc1	8.5	-1.1	-15.9	-0.2	6.6	4.6	1.8	8.1	-0.7
